# OX1R antag = antagonists of human orexin 1 receptor (OX1R). inhibition, % at 6.6 µM. hit rate 1.8% among 330,000. OX1R-expressing cells, FRET antagonist read-out. O43613; in the data active = inhibition mostly above about 38%, no sharp cut-off; inactive = mostly below about 40%;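 also: 0% = agonist challenge alone and 100% = reference antagonist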
# STK33 inh = human STK33 kinase inhibition; Q9BYT3; purified STK33, MBP phosphorylation, ADP-Glo luminescence; inhibition, % at 10 µM; hit rate 0.073% among 320,000;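 active = inhibition at or above 25%, using the most active replicate where run in duplicate; inactive = inhibition below 25%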
# Target sequence (Q9BYT3 whole entry, looked up): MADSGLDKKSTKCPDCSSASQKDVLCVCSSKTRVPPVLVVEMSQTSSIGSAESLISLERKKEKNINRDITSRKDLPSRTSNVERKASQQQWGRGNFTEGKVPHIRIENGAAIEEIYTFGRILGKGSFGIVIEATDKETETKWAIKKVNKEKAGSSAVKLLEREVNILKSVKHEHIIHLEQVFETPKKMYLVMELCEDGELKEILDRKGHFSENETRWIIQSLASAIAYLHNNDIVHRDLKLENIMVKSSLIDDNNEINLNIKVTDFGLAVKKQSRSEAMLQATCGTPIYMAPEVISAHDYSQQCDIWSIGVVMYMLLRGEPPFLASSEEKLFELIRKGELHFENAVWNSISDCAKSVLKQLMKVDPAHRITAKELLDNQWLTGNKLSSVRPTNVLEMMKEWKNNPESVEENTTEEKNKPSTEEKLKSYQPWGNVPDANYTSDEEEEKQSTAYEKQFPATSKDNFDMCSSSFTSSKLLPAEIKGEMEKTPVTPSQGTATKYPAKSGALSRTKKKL
# KCNQ2 block = KCNQ2 channel blockers in CHO-K1 cells – cell-based, FluxOR thallium flux, B-score, primary screen (AID 2156); B-score at 10 µM; O88943; hit rate 1.1% among 310,000; 20 min; active compounds read low;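 active = fluorescence ratio B-score at most minus 3 library SDs, with starting brightness B-score within 2 library SDs, cut at about -5.5 in these data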
# * = called active by the depositor; i = inactive. Not all compounds are listed; rates above refer to the full screens.
SMILES,OX1R antag,STK33 inh,KCNQ2 block
O=C(CCN1CCN(CCO)CC1)N1c2ccccc2Sc2ccc(C(F)(F)F)cc21,5,-0.1,i
